# Screening data from PubChem BioAssay.
# D2 agonist: D2 dopamine receptor (human) agonism. HEK293 T-REx D2 cells, calcium flux agonist mode. activation, % at 2 µM. actives 0.53% (n = 340,000). AID 485358;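 active = activation over 3 SD above normal in the single-dose calcium agonist read, cut at about 30% in these data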; note: 0% is about no effect
#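 Calcium-flux readout, 1 cycle/sec over 180 s following compound pin transfer, in inducible HEK293 Trex D2 cells (force-coupled); dopamine controls included. Positive calcium responses during this window marked compounds as potential agonists.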
# LDHA inh: inhibitors of human lactate dehydrogenase A; AID 1347041; activity change, % (values are at about 110 or 230 µM); purified LDHA, NADH/diaphorase-resazurin fluorescence; active compounds read low; P00338; actives 0.15% (n = 480,000); in the data active = activity change below about -30%; inconclusive = mostly about -25% to -30%;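 note: plate controls were DMSO wells for no effect and wells without enzyme for full effect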
#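 Human LDH5 at 2 nM final in Tris HCl pH 7.4 with 0.06 mM NADH and 0.2 mM pyruvate, reacted 5 minutes at room temperature. Remaining NADH coupled via diaphorase/resazurin; resorufin fluorescence read at 0 and 20 minutes, normalized to enzyme-free and DMSO wells.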
# Vif-A3G inh: inhibitors of Vif-APOBEC3G interaction; Potency, µM (top dose mostly 46.1 µM), for the others: top-dose activity, negative = active, hits mostly inhibitors; actives 0.076% (n = 410,000); Q9HC16; HeLa A3G-eYFP + Vif (tagged APOBEC3G with the HIV-1 protein that degrades it), YFP fluorescence, overnight;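 note: potency is the fitted concentration of half-maximal effect; % is set by controls: 0 for no effect and ±100 for the full control effect; nearly all actives have a fitted effect of over 60% in size; hits raise eYFP signal because A3G escapes Vif-driven loss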
#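 Read-out is eYFP fluorescence (Ex 488/Em 500-530) from Vif-expressing HeLa A3G-eYFP cells; more signal means A3G escaped Vif-mediated degradation. Cells plated overnight, compound pinned in, incubated overnight at 37 deg C.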
# D2 antag: antagonizes the human D2 dopamine receptor; P14416; HEK293 TREx D2 cells, calcium flux, dopamine EC80; inhibition, % at 10 µM; actives 2% (n = 340,000); in the data active = inhibition above about 30%; note: 0% is about no effect
#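 Measurement of antagonist activity uses fluorescent calcium dye in inducible HEK293 T-REx D2 cells: 10 s baseline, compound addition with 180 s read, EC80 dopamine addition with a further 180 s read.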
# ERG-DNA inh: inhibitors of human ERG Ets domain-DNA interaction; fluorescence polarization, His-ERG Ets domain / labelled DNA; Potency, µM (titrated, usually from 76.9 µM), for the others: top-dose FP activity, negative = inhibition, hits mostly inhibitors; actives 0.028% (n = 370,000); AID 624246; active = well fitted inhibition curve with a large enough effect in the polarisation, with a control signal flat; inconclusive = small, poorly fitted or top-dose-only effect, or effect the other way, or a change in a side signal; inactive = no such curve, though single readings can be large or run the other way; the % refers to the polarisation;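 note: polarization taken with two DNA probes labelled with fluorescein and Texas red; potency is the fitted concentration of half-maximal effect; % of control where 0% means no effect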
#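 His-tagged ERG Ets domain (1 uM in the protein solution; 300mM KCl, 50mM Tris-HCl, 1mM EDTA, 1mM DTT, pH 7.5) received compound, then a probe mix of 5 nM fluorescein-DNA and 100nM Texas-615-DNA. Fluorescence polarization was read for both dyes.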
# RGS4 inh: blocks human RGS4-accelerated GTP hydrolysis; P49798; Transcreener GDP fluorescence polarization, RGS4-accelerated GTP hydrolysis; Potency, µM (top dose mostly 114 µM), for inactives: at the top dose activity change, negative = inhibition, hits mostly inhibitors; actives 0.039% (n = 390,000); AID 504845; note: potency is the fitted concentration of half-maximal effect; % is set by controls: 0 for no effect and ±100 for the full control effect; nearly all actives have a fitted effect of over 75% in size; some results filed as inactive show a strong effect at the top dose
#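 MLSMR compounds (23 nl, pin-transferred) preincubated 10 min at room temperature with a 500nM (2x) first reagent, then RGS4 at 900nM (2x) plus Transcreener GDP mix added; fluorescence polarization (620/688 nm) read before and after 90 min at 30 °C.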
# Glioma ERSR ind: inducers of ER stress response in human glioma cells; U87-MG GRP78 promoter luciferase reporter, 16 h; Potency, µM, without a hit: at the highest dose activation, usual class: activators; actives 0.02% (n = 420,000); AID 602332; note: potency is the fitted concentration of half-maximal effect; series mostly up to about 76 µM; % of control where 0% means no effect; nearly all actives have a fitted effect of over 35% in size
#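 Stably transfected U87-MG glioma cells carrying a GRP78-based luciferase sensor; 16 h compound incubation. Luminescence end-point read 10 min after Bright-Glo addition at room temperature.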
# Vif-A3F inh: inhibitors of Vif-A3F interaction. AID 602313. actives 0.2% (n = 390,000). Potency, µM (doses to about 46.1 µM), for the others: top-dose activity, negative = active. HeLa A3F-eYFP + Vif (tagged APOBEC3F with the HIV-1 protein that degrades it), YFP fluorescence increase; note: potency is the fitted concentration of half-maximal effect; % of control where 0% means no effect; nearly all actives have a fitted effect of over 65% in size
#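 HeLa cells stably expressing Vif plus C-terminally eYFP-tagged A3F were seeded, incubated overnight at 37 deg C, dosed with compound, incubated overnight again at 37 deg C. Yellow fluorescence (Ex 488/Em 500-530) reported blocked Vif-mediated A3F-eYFP degradation.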
# ALOX12 inh: blocks human arachidonate 12S-lipoxygenase; purified 12hLO, xylenol orange hydroperoxide absorbance; P18054; Potency, µM (titrated, usually from 108 µM), for inactives: top-dose activity change, negative = inhibition, hits mostly inhibitors; AID 1671190; actives 1.1% (n = 580,000); note: potency is the fitted concentration of half-maximal effect; % is set by controls: 0 for no effect and ±100 for the full control effect
# Target sequence (P18054 whole entry, looked up): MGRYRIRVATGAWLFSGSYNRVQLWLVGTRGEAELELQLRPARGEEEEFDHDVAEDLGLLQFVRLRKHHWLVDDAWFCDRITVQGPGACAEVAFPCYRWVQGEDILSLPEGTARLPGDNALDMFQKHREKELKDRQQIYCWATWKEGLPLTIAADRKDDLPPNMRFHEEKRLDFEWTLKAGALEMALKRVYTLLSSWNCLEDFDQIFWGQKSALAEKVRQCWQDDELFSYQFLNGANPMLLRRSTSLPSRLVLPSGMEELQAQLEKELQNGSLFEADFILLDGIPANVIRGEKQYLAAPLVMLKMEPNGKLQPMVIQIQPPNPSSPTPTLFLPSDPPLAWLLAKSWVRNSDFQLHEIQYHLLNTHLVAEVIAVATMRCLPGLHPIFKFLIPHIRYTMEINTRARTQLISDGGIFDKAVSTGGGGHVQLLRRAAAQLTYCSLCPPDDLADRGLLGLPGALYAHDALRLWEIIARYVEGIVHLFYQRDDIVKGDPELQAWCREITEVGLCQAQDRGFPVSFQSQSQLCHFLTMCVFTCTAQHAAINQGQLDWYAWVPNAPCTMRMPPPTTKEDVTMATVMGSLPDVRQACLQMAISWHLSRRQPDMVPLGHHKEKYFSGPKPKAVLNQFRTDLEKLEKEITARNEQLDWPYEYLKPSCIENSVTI
#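 Purified human 12hLO (150 nM final) in 25 mM Hepes, 0.01% Triton X-100, pH 7.0 was preincubated 15 min at room temperature with compound. Then 40 uM arachidonic acid was added, 30 min. Hydroperoxide was read by Fe-XO absorbance ratio 573/405 nm.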
# The depositor's hits bear a star; ? = inconclusive; . = not tested or not shown; & = joins results of further samples; [ ] = dose if it differs, or a comment. Unless noted, calls come from the whole dose curve; as a rule, active = well fitted curve in the direction sought with a large enough effect; inconclusive = small, poorly fitted or top-dose-only effect, or another doubt; inactive = no such curve, though single readings can be large; an effect the other way counts as inactive or inconclusive. Only part of the results is shown; count on the stated rates, not on these rows.
molecule	RGS4 inh	D2 antag	D2 agonist	Vif-A3F inh	Vif-A3G inh	ERG-DNA inh	ALOX12 inh	Glioma ERSR ind	LDHA inh
CCN(CC)C1Oc2cc3c(cc2C(c2cc(OC)c(O)c(OC)c2)C1C)OCO3 (configuration not stated)	-6%	.	.	3%	?	1%	-13%	-6%	9
Nc1c(Cl)cc2c(c1Oc1ccccc1)C(=O)c1ccccc1C2=O	-12%	1	0.8	-21%	-3%	.	0%	3%	6
CN1c2ccccc2-c2ccccc2S1(=O)=O	14%	.	.	1%	-3%&-8%	-2%	?	2%&-5%	-4
Cc1ccc(C(C(=O)NC2CCCCC2)N(CC2CCCO2)C(=O)CCCC(=O)Nc2ccccn2)cc1 (configuration not stated)	-9%	-3	4.6	-5%	-4%	14%	-5%	2%	-2
COc1ccc(CNC(=O)c2cc3c(=O)[nH]c4ccccc4c3s2)cc1	-9%	.	-0.5	.	.	-4%	-19%	.	2
COc1ccc(CC(N)c2csc(NC(=O)Nc3ccc(C(C)C)cc3)n2)cc1 (configuration not stated)	.	.	.	.	-1%	.	?	-12%	-7
CCOc1ccc(NC(=O)c2oc3ccccc3c2NC(=O)C(C)Oc2ccccc2)cc1 (configuration not stated)	8%	.	0.6	5%	2%	2%	-27%	-2%	-1
Cc1cc(Cl)c(S(=O)(=O)NCc2ccccc2)cc1OCC(N)=O	6%	-6	-0.4	6%	-1%	-2%	-14%	-4%	-11
COC(=O)CSc1nc(C)c(C(C)=O)cc1C#N	-22%	14	0.0	-9%	2%	9%	-24%	1%	-3
CN(C)C(=C(C#N)C#N)N1CCN(c2ccc(Cl)c(Cl)c2)CC1	6%	.	.	3%	0%	2%	-25%	-2%	0
Cn1cccc1C(=O)NCC(c1ccc(F)cc1)N1CCOCC1 (configuration not stated)	14%	6	0.2	3%	-9%	-6%	115%[activator]	2%	-6
CC(C)NC(=O)N(C)C[C@H]1Oc2ccc(NS(=O)(=O)c3ccc(F)cc3)cc2C(=O)N([C@H](C)CO)C[C@@H]1C	-9%	.	.	4%	3%	3%	-13%	-2%	-7
Cc1ccc(N2CC(O)Cn3c2nc2c3c(=O)n(C)c(=O)n2C)cc1 (configuration not stated)	20%	-4	-0.1	11%	1%	-5%	11%	-1%	-1
Cc1c(Cl)cnc(NC(=O)COC(=O)c2ccncc2)c1Cl	-9%	-3	1.1	-3%	-7%	8%[15.4 µM]	?	-3%	-1
CCOC(=O)c1cc(=O)n2c(nc3ccccc32)[nH]1	2%	-13	-0.4	-5%	0%	16%	17%	0%	-13
COc1ccc(NC(=S)Nc2ccc(S(N)(=O)=O)cc2)c(OC)c1	-30%	12	0.8	-22%	0%	4%	?	-3%	-12
CCN1CCN(c2c(S(=O)(=O)c3ccccc3)cnc3ccc(Cl)cc23)CC1	14%	.	.	-18%	3%	3%	-1%	-4%	3
Cc1ccc(S(=O)(=O)N(CC(=O)NCC2CCCO2)c2cccc([N+](=O)[O-])c2)cc1 (configuration not stated)	-8%	4	-0.9	3%	1%	-6%	16%	-1%	-3
Cn1cc(Br)c(C(=O)NC(=S)Nc2ccc(S(N)(=O)=O)cc2)n1	?	3	-1.0	9%	-3%	7%	?	2%	-4
Clc1ccc(C2[C@H]3CN(Cc4cccnc4)[C@H](c4ccccc4)C34CC2(c2cccnc2)C4)cn1 (some centres not stated)	1%	23	-0.1	0%	0%	2%	-5%	2%	-2
C=CCn1c(=N)c(S(=O)(=O)c2ccc(C)c(C)c2)cc2c(=O)n3ccccc3nc21	5%	-4	2.2	0%	-5%	-3%	-28%	-6%	-2

# In the list so far, nine have a halogen.
molecule	RGS4 inh	D2 antag	D2 agonist	Vif-A3F inh	Vif-A3G inh	ERG-DNA inh	ALOX12 inh	Glioma ERSR ind	LDHA inh
Nc1c(Cl)cc2c(c1Oc1ccccc1)C(=O)c1ccccc1C2=O	-12%	1	0.8	-21%	-3%	.	0%	3%	6
Cc1cc(Cl)c(S(=O)(=O)NCc2ccccc2)cc1OCC(N)=O	6%	-6	-0.4	6%	-1%	-2%	-14%	-4%	-11
CN(C)C(=C(C#N)C#N)N1CCN(c2ccc(Cl)c(Cl)c2)CC1	6%	.	.	3%	0%	2%	-25%	-2%	0
Cn1cccc1C(=O)NCC(c1ccc(F)cc1)N1CCOCC1 (configuration not stated)	14%	6	0.2	3%	-9%	-6%	115%[activator]	2%	-6
CC(C)NC(=O)N(C)C[C@H]1Oc2ccc(NS(=O)(=O)c3ccc(F)cc3)cc2C(=O)N([C@H](C)CO)C[C@@H]1C	-9%	.	.	4%	3%	3%	-13%	-2%	-7
Cc1c(Cl)cnc(NC(=O)COC(=O)c2ccncc2)c1Cl	-9%	-3	1.1	-3%	-7%	8%[15.4 µM]	?	-3%	-1
CCN1CCN(c2c(S(=O)(=O)c3ccccc3)cnc3ccc(Cl)cc23)CC1	14%	.	.	-18%	3%	3%	-1%	-4%	3
Cn1cc(Br)c(C(=O)NC(=S)Nc2ccc(S(N)(=O)=O)cc2)n1	?	3	-1.0	9%	-3%	7%	?	2%	-4
Clc1ccc(C2[C@H]3CN(Cc4cccnc4)[C@H](c4ccccc4)C34CC2(c2cccnc2)C4)cn1 (some centres not stated)	1%	23	-0.1	0%	0%	2%	-5%	2%	-2
